RNase H inhibition: RNase H inhibition, HIV 1 Gag Pol polyprotein, FRET biochemical assay, screening (AID 372); HIV-1 RT RNase H, FRET RNA/DNA substrate fluorescence; higher % means a stronger effect; inhibition, % at 10 µM, or IC50 in µM where a hit was titrated; hit rate 0.77% among 100,000; in the data active means inhibition above about 50%
* hit, by the source's call. These rows are one share of the data; count on the stated rates, not on these rows.

SMILES	RNase H inhibition
C=CCOc1ccc(C(Nc2ccccn2)c2ccc3cccnc3c2O)cc1 (stereo not given)	10.0%
O=S(=O)(Nc1ccc(F)cc1)c1cc(Cl)ccc1Cl	6.0%
O=C(Nc1cccc(Cl)c1)OCCOc1ccccc1	48.0%
CCc1nnc(NS(=O)(=O)c2ccc(NC(=O)c3cccc4ccccc34)cc2)s1	6.0%
Cc1ccc(-c2cc(C(F)(F)F)n3nc(C(=O)NCCCN4CCOCC4)cc3n2)cc1	7.0%
COc1ccc(N(CC(=O)N/N=C/c2cccc3ccccc23)S(=O)(=O)c2ccccc2)cc1	18.0%
Cc1cc(Br)c2c(c1)c(N=NC(=O)c1ccc(Cl)cc1Cl)c(O)n2C	21.0%
Cc1cccc(C(=O)Nc2ccccc2CO)c1	6.0%
Cc1ccc(NC(=O)CN(c2ccccc2F)S(C)(=O)=O)cc1Cl	6.0%
CCOC(=O)C1=C(c2ccccc2)NC(=S)NC1c1ccccc1 (stereo not given)	9.0%

A different layout for 4 compounds above:
> Cc1ccc(-c2cc(C(F)(F)F)n3nc(C(=O)NCCCN4CCOCC4)cc3n2)cc1
- RNase H inhibition: 7.0%

> COc1ccc(N(CC(=O)N/N=C/c2cccc3ccccc23)S(=O)(=O)c2ccccc2)cc1
- RNase H inhibition: 18.0%

> Cc1cc(Br)c2c(c1)c(N=NC(=O)c1ccc(Cl)cc1Cl)c(O)n2C
- RNase H inhibition: 21.0%

> Cc1cccc(C(=O)Nc2ccccc2CO)c1
- RNase H inhibition: 6.0%

Next section:
SMILES	RNase H inhibition
C=CCOCC(O)CSCc1ccccc1 (stereo not given)	1.0%
COc1ccc(/C=N/NC(=O)CN(c2cc(C)ccc2C)S(=O)(=O)c2ccccc2)cc1	13.0%
COCCNC(=O)CN(c1ccc(Oc2ccccc2)cc1)S(C)(=O)=O	4.0%
COc1ccc(C(=O)CSc2nnc(-c3ccccc3)n2-c2ccc(Br)cc2)cc1	16.0%
Cc1cc(Cl)ccc1OC(C)C(=O)NCc1cccnc1 (stereo not given)	5.0%
COc1ccccc1NC(=O)CSc1nc(C)cc(C)n1	6.0%
O=C(NNC(=O)c1ccccc1)/C(=C\c1ccc(Br)cc1)NC(=O)c1ccco1	5.0%
O=C1CC(N2CCC(Cc3ccccc3)CC2)C(=O)N1Cc1ccc(Cl)cc1 (stereo not given)	22.0%
Cc1cccc(NC(=O)CCCN2C(=O)/C(=C/c3ccccc3Cl)SC2=S)c1	17.0%
Cc1cccc(C)c1NC(=O)COc1ccc2ccccc2c1	15.0%
CCCCN=CC1=C(O)CC(c2ccccc2)CC1=O (stereo not given)	5.0%
CC1=C(C(=O)Nc2cccc(C(F)(F)F)c2)C(c2cccnc2)C2=C(CC(C)(C)CC2=O)N1 (stereo not given)	17.0%
O=C(O)c1ccc(-n2c(/C=C\c3ccccc3)nc3ccccc3c2=O)cc1	7.0%
Cc1sc2nc(-c3ccc(C(C)(C)C)cc3)oc(=O)c2c1C	10.0%
N#C/C(=C\c1ccc(Br)o1)c1nc(-c2cc3c(ccc4ccccc43)oc2=O)cs1	3.0%
CCN(CC)c1ccc(NC(=O)c2ccc(OC)c(OC)c2)cc1	26.0%
O=S(=O)(c1cccs1)N1CCc2ccccc2C1	0.0%
CCOC(=O)c1c(-n2c(C)cc(/C=C(\C#N)C(=O)NCc3ccco3)c2C)sc2c1CCCC2	15.0%
COC(=O)c1sccc1NS(=O)(=O)c1cc(Cl)ccc1Cl	35.0%
Cc1ccc(-n2c(C)cc(/C=N/NC(N)=S)c2C)cc1	15.0%
COC(=O)COc1ccc(C=C2C(=O)N(C)C(=S)N(C)C2=O)cc1OC	5.0%
COC(=O)c1c(NC(=O)/C=C/c2cccc([N+](=O)[O-])c2)sc2c1CCCC2	9.0%
COc1cccc(/C=C/c2cc(C(F)(F)F)[nH]c(=O)n2)c1OC	13.0%
Brc1ccc(-c2nnc(-c3ccco3)o2)cc1	7.0%
O=C(N/N=C/c1ccccc1F)C(=O)N/N=C/c1ccccc1F	15.0%
COc1ccccc1OCCSc1nc2ccc(N)cc2s1	13.0%
CCC(=O)N(CCC(c1ccccc1)C1CCOC(C)(C)C1)Cc1ccccc1 (stereo not given)	30.0%
O=C1C(=O)N(c2nncs2)C(c2ccc(Cl)cc2)/C1=C(\O)c1ccc(F)cc1 (stereo not given)	3.0%
Oc1ccc(Cl)cc1/C=N/N=C1c2ccccc2-c2ccccc21	19.0%
Cc1ccc(C(=O)Oc2cccc(C3C4=C(CC(C)(C)CC4=O)NC4=C3C(=O)c3ccccc34)c2)cc1 (stereo not given)	21.0%
COc1cc(OC)cc(C(=O)N2CCCC2)c1	3.0%
O=C(Nc1ccccc1F)C1(c2ccccc2)CC1(Cl)Cl (stereo not given)	0.0%
C=CCn1c2ccccc2n2cc(-c3ccc(C)cc3)nc12	22.0%
Cc1ccc(OCC(O)Cn2c3ccccc3c3ccccc32)cc1C (stereo not given)	23.0%
CC(=O)c1cccc(NC(=S)NC(=O)c2cccc(Br)c2)c1	9.0%
CC(=O)c1ccc(N2C(=O)CC(N3CCN(c4ccccc4Cl)CC3)C2=O)cc1 (stereo not given)	0.0%
Cc1ccc(-c2nc3ncccc3o2)cc1NC(=O)COc1ccc(C(C)(C)C)cc1	5.0%
O=C(O)CN1C(=O)C2CC=CCC2C1=O (stereo not given)	21.0%
CCOC(=O)c1sc(NC(=O)c2cc(-c3ccc(C)s3)nc3ccccc23)c(C(N)=O)c1C	10.0%
CCOC(=O)C1=C(C)N=c2s/c(=C\c3ccc(-c4cc([N+](=O)[O-])ccc4C)o3)c(=O)n2C1c1cc(OC)ccc1OC (stereo not given)	14.0%
CCOC(=O)c1sc(NC(=O)c2nn3c(c2Cl)NC(c2cccs2)CC3C(F)(F)F)c(C(=O)OCC)c1C (stereo not given)	6.0%
COc1cc(C=C2C(=O)NC(=O)NC2=O)cc(I)c1OCc1ccc([N+](=O)[O-])cc1	45.0%
C=CCN(c1ccccc1C(=O)O)S(=O)(=O)c1ccc(C)cc1	0.0%
CCOc1ccc2nc(SCC(=O)Nc3cc(Cl)ccc3C)sc2c1	9.0%
CC1CCN(c2ccc(/C=C(\C#N)c3nn(CCO)c(N)c3C#N)cc2[N+](=O)[O-])CC1	22.0%
Cc1ccc(C2=NC(=O)/C(=C/c3ccc(O)cc3)S2)cc1	27.0%
C=CCOc1ccc(/C=c2\sc3n(c2=O)C(c2ccc(OC)c(OC)c2)C(C(=O)OCC)=C(C)N=3)cc1 (stereo not given)	1.0%
CCOC(=O)C(C)Oc1ccc2c(C)c(CC)c(=O)oc2c1 (stereo not given)	6.0%
CC(C)NC(=O)COc1cccc(Cl)c1	9.0%
O=C(Nc1cnc2ccccc2c1)C1COc2ccccc2O1 (stereo not given)	3.0%

Later entries:
SMILES	RNase H inhibition
CCc1ccc(NC(=O)CSc2ccc(Cl)cc2)cc1	0.0%
CCOC(=O)Cc1nnc(Nc2cccc(C)c2)c2ccccc12	12.0%
CC(C)CCNC(=O)C(=O)Nc1ccccc1F	5.0%
Cc1ccc(S(=O)(=O)c2cccc(S(=O)(=O)N3CCOCC3)c2)cc1S(=O)(=O)N1CCOCC1	10.0%
C=CCNS(=O)(=O)c1ccc(N2C(=O)c3ccccc3C2=O)cc1	3.0%
O=C(Oc1ccc([N+](=O)[O-])cc1)c1cc(S(=O)(=O)N2CCOCC2)ccc1Cl	10.0%
Cc1oc(C(=O)O)cc1COc1ccc2oc3ccccc3c2c1	9.0%
Cc1[nH]n(-c2ccc(Cl)cc2)c(=O)c1/C=N/NC(=O)c1ccccc1[N+](=O)[O-]	12.0%
COC(=O)C1=C(C)N=c2s/c(=C\c3cccc([N+](=O)[O-])c3)c(=O)n2C1c1ccccc1Cl (stereo not given)	0.0%
O=C(NC(=S)Nc1ccc2oc(-c3ccccc3F)nc2c1)c1ccccc1Cl	8.0%
CC1CC(=O)NN=C1c1ccc(NCCO)c([N+](=O)[O-])c1 (stereo not given)	6.0%
N#C/C(=C\c1cc(Br)c(O)c(Br)c1)C(=O)Nc1ccccc1Br	14.0%
COCCNC(=O)C(=O)Nc1ccccc1	3.0%
COc1cc(/C=C2\SC(=S)N(CC(=O)O)C2=O)ccc1OC(=O)C12CC3CC(CC(C3)C1)C2	26.0%
Cn1ccnc1SCC(=O)c1ccc(F)cc1	0.0%
CC1=C(C(=O)OC2CCCCC2)C(c2ccc(N(C)C)cc2)C2=C(CCCC2=O)N1 (stereo not given)	2.0%
CCOCCOC(=O)C1=C(C)NC2=C(C(=O)CC(c3ccc(OC)cc3)C2)C1c1ccccc1F (stereo not given)	10.0%
COc1ccccc1OCCCOc1c(C)cc(Br)cc1C	13.0%
CCCCc1ccc(-c2csc(/C(C#N)=C/c3ccc(OC)c(OC)c3)n2)cc1	9.0%
CCOC(=O)c1c(NC(=O)c2ccco2)sc(C(=O)Nc2cccc(Cl)c2C)c1C	20.0%

Some of these compounds in order of formula weight, rising.
SMILES	RNase H inhibition
Cn1ccnc1SCC(=O)c1ccc(F)cc1	0.0%
COc1ccccc1OCCCOc1c(C)cc(Br)cc1C	13.0%
COc1cc(/C=C2\SC(=S)N(CC(=O)O)C2=O)ccc1OC(=O)C12CC3CC(CC(C3)C1)C2	26.0%

Additional compounds:
SMILES	RNase H inhibition
O=C1CC(N2CCSCC2)C(=O)N1c1ccc(S(=O)(=O)N2CCOCC2)cc1 (stereo not given)	5.0%
CCCc1cc(=O)n2[nH]c(-c3cccs3)cc2n1	2.0%
O=C1c2cccc3cccc(c23)C(=O)N1CCC(=O)N1CCCc2ccccc21	1.0%
COc1ccccc1-c1nc(-c2ccc(-c3ccccc3)cc2)cc(=O)o1	17.0%
Cc1[nH]n(-c2ccccc2)c(=O)c1C(c1ccccc1C(F)(F)F)c1c(C)[nH]n(-c2ccccc2)c1=O	22.0%
CC(/C=N/NC(=O)c1cccc([N+](=O)[O-])c1)=C\c1ccccc1	1.0%
CC(=O)Nc1ccc(OCc2c(C)c(C)c(Br)c(C)c2C)cc1	10.0%
COC(=O)CSc1nc2sc3c(c2c(=O)n1C1CCCCC1)CCC3	4.0%
CCOC(=O)C1=C(C)NC2=C(C(=O)c3ccccc32)C1c1ccc2c(c1)OCO2 (stereo not given)	4.0%
C/C(=N\NS(C)(=O)=O)c1ccc(O)cc1O	5.0%

The final 3 compounds of the part before come first, to join the parts.
SMILES	RNase H inhibition
COC(=O)CSc1nc2sc3c(c2c(=O)n1C1CCCCC1)CCC3	4.0%
CCOC(=O)C1=C(C)NC2=C(C(=O)c3ccccc32)C1c1ccc2c(c1)OCO2 (stereo not given)	4.0%
C/C(=N\NS(C)(=O)=O)c1ccc(O)cc1O	5.0%
O=C(O)CCn1c(=O)c2cc3c(=O)n(CCC(=O)O)c(=O)c3cc2c1=O	0.0%
O=C1CC(NCc2ccncc2)C(=O)N1c1ccccc1 (stereo not given)	1.0%
COc1c(I)cc(I)cc1/C=c1/sc2nc3cc(C)c(C)cc3n2c1=O	11.0%
O=C(Nc1ccccc1I)c1ccccc1[N+](=O)[O-]	0.0%
Cc1ccc(S(=O)(=O)Nc2ccccc2C(=O)NCc2ccco2)cc1	2.0%
COC(=O)c1nc2nc(C)cc(C)n2n1	5.0%
Cc1ccc(S(=O)(=O)N(CC(=O)Nc2ccccc2C(=O)O)c2ccc(C)c(C)c2)cc1	8.0%
Oc1c(/C=C2/C=Nc3ccccc32)sc(=S)n1-c1cccc(C(F)(F)F)c1	21.0%
COc1ccccc1N1CCN(/N=C\c2cccs2)CC1	10.0%
Fc1ccccc1/C=N/Nc1nc(-c2ccccc2)cc(-c2ccccc2)n1	0.0%
COc1cc(OC)cc(C(=O)Nc2cc(-c3nc4ccccc4o3)ccc2C)c1	8.0%
COc1cc(C(=O)Nc2cccc(F)c2)cc(OC)c1OC	0.0%
CC(=O)Nc1ccc(-c2nc(-c3ccccc3)c3cc(NC(C)=O)ccc3n2)cc1	8.0%
O=C1CC(N2CCOCC2)=NN1c1ccc([N+](=O)[O-])cc1	13.0%
Cc1oc(C(C)(C)C)cc1C(=O)Nc1ccc(O)c(C(=O)O)c1	0.0%
CC(/C=C/c1ccc2c(c1)OCO2)=N\NC(=O)c1cccc([N+](=O)[O-])c1	5.0%
CCOc1ccc2c(C)c(CC)c(=O)oc2c1	0.0%
COc1ccc(NC(=O)c2c(-c3ccccc3Cl)noc2C)c(OC)c1	12.0%
COc1ccc(Nc2nc(-c3ccc(Br)cc3)cs2)cc1	8.0%
Cc1ccc(C(=O)COC(=O)CCC(=O)Nc2ccc(Oc3ccccc3)cc2)cc1[N+](=O)[O-]	11.0%
C=C(C)C(=O)Oc1ccc(N2C(=O)C=CC2=O)cc1	15.0%
N#CC1=C(N=Cc2ccccc2O)CCC1	13.0%
Cc1nn(-c2ccccc2)c(N2CCCCC2)c1/C=N/Nc1ccc(C(F)(F)F)cn1	7.0%
O=C(N/N=C/c1ccc(/C=N/NC(=O)c2ccc(O)cc2)cc1)c1ccc(O)cc1	11.0%
Cc1ccc2[nH]c3c(c2c1)CCCC3NC(N)=O (stereo not given)	0.0%
O=C(CCCN1C(=O)/C(=C\c2cccs2)SC1=S)N1CCCC1	10.0%
Cc1cc(Nc2ccccc2)nn1C(=O)c1ccc([N+](=O)[O-])cc1	8.0%
COc1ccc(NC(=O)COc2ccc(Br)c(C)c2)cc1Cl	26.0%
CCCCCCCc1ccc(-c2nnc(-c3ccc(Br)cc3)o2)cc1	18.0%
CCc1ccc2oc(-c3cccc(NC(=O)c4ccc([N+](=O)[O-])c(C)c4)c3)nc2c1	6.0%
COc1cc(C(=O)NCCOc2ccccc2C)cc(OC)c1OC	12.0%
COc1ccc(Cl)cc1NS(=O)(=O)Cc1ccccc1	10.0%
N#Cc1c(NC(=O)c2ccc(Cl)cc2Cl)sc2c1CCCCC2	6.0%
N=c1sc(Cc2ccc(Br)cc2)cn1CC(=O)c1ccc(Cl)cc1	3.0%
O=C(Nc1cccc(Cl)c1)c1ccc(-n2cnnn2)cc1	0.0%
COc1ccc(N(CC(=O)N2CCCC2)S(=O)(=O)c2ccccc2[N+](=O)[O-])c(OC)c1	6.0%
O=C(COc1ccc(Br)cc1)Nc1cc([N+](=O)[O-])ccc1Cl	21.0%
Cc1ccc2nc(-c3ccc(N=Cc4ccc(C=Nc5ccc(-c6nc7ccc(C)cc7s6)cc5)cc4)cc3)sc2c1	12.0%

Source: PubChem
